# IEC-6 cytotox: counter-screen for KLF5 inhibitors: cytotoxicity in IEC-6 cells. IEC-6 cytotoxicity, luminescence viability. inhibition, % at 5 µM. actives 0.78% (n = 290,000). AID 1825; in the data active = inhibition above about 22%;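 also: 0% = plate median of test compound wells and 100% = cytotoxic reference compound wells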
# aSyn UTR inh: 5' untranslated region of α-synuclein, MLPCN primary screen; alpha-synuclein 5'UTR reporter, inhibitor activity; inhibition, % (tested at 7.5 µM); actives 0.82% (n = 300,000); AID 1813; in the data active = inhibition above about 60%; inconclusive = no clear call, values can overlap the other calls;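 also: H4 neuroglioblastoma cells stably carrying SNCA 5'UTR luciferase fusion; 0% = DMSO wells and 100% = positive control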
# KLF5 inh: kruppel-like factor 5 inhibition; actives 0.23% (n = 290,000); inhibition, % at 5 µM; AID 1700; DLD-1 KLF5 promoter-luciferase reporter, luminescence;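 active = inhibition above a per-plate limit of that plate's mean compound inhibition plus 3 SD, cut at about 60% in these data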;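 also: 0% = DMSO wells and 100% = LY294002 at 200 µM; higher means less KLF5 promoter-driven luciferase light; inactives centre near -14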
# HIF act: HIF pathway transcriptional activation. U2OS HRE-luciferase reporter, luminescence; normalized: DMSO 0%, desferrioxamine 100%. actives 0.32% (n = 300,000). activation, % at 7.5 µM (by protocol). AID 1910;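 active = mean activation of at least 10% of the iron chelator positive control signal, with at least half of replicates also reaching 10%; inconclusive = mean and replicate majority disagree about reaching 10%; inactive = mean and most replicates under 10%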
# AI-2 QS modul: modulators of Vibrio harveyi AI-2 quorum sensing system. Vibrio harveyi JMH597 AI-2 luminescence/OD600 ratio, 9 h; stronger effect = lower value; strain lacks LuxN and CqsS sensors; 0 = neutral-control median. activity change, % at 7.5 µM. actives 0.4% (n = 300,000). AID 2094; in the data active = activity change below about -75%, passing the limit was not always enough; inconclusive = no clear call, values can overlap the other calls;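 also: luminescence divided by OD600 gain over 9 h not by final OD600 alone; inactives centre near 13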
# HSF1 inh: HSF1 inhibition; NIH3T3-HGL HSE-luciferase, MG132-induced, luminescence 8 h; stronger effect = lower value; activity change, negative = inhibition, % at 7.5 µM (by protocol); actives 0.77% (n = 300,000);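 active = more than half of replicate wells show activity change below -50%, luminescence cut by over half; inconclusive = some wells, but at most half, below -50%; inactive = no replicate well below -50%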;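 also: luciferase reports HSF-1 transcriptional activity via heat shock element; 0% = median of DMSO wells and -100% = zero luminescence signal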
# HSP90 refold inh: blocks HSP90-mediated luciferase refolding in reticulocyte lysate | Rabbit reticulocyte lysate, luciferase refolding luminescence, 3 h | inhibition, % at 5.6 µM | actives 0.91% (n = 290,000) | AID 1789;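 active = inhibition above the screen-wide mean plus 3 SD, computed separately per campaign, cut at about 16% in these data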;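 also: 0% = DMSO wells and 100% = 60 µM geldanamycin wells; inhibitors lower the luminescence because luciferase stays unfolded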
# HDAC3 inh: blocks human histone deacetylase 3; actives 0.15% (n = 320,000); recombinant HDAC3, fluorogenic peptide/trypsin coupled, fluorescence; inhibition, % at 8.3 µM; in the data active = inhibition above about 26%, passing the limit was not always enough; inconclusive = no clear call, values can overlap the other calls
# Target sequence (O15379 whole entry, looked up): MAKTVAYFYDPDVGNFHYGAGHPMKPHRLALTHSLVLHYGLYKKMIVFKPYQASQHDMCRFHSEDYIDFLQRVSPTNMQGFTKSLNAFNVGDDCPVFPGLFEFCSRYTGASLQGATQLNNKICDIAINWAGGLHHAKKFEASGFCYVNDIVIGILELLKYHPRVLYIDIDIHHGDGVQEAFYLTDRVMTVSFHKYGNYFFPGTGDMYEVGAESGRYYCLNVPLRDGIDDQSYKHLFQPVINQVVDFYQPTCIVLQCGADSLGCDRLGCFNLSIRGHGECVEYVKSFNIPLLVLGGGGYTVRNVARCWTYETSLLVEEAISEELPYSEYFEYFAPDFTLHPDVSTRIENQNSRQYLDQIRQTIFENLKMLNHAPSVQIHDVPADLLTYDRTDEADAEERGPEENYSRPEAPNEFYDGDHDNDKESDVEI
# HSF-1 act: increases HSF-1 driven luciferase reporter signal. actives 1.7% (n = 300,000). NIH3T3-HGL HSF-1 luciferase reporter, MG132, 8 h; 100% = twice DMSO control signal. activation, % at 9 µM;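 active = mean replicate activation of at least 50% with a set share of replicates each reaching 50%; inconclusive = only one of those two conditions met; inactive = mean below 50% and too few replicates reaching it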;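 also: 0% = median of the neutral control wells and 100% = twice that signal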
# Platelet DG rel: modulates dense granule release in human platelets; AID 1663; inhibition, %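 (compounds screened at 7.5 µM in platelet-rich plasma)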; actives 0.22% (n = 300,000); human platelet-rich plasma, SFLLRN dense granule ATP release, luminescence;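 active = mean replicate score, as percent of positive control, at or above 50; inconclusive = mean below 50 but at least one replicate at or above 50; inactive = mean and every replicate below 50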
# * hit, by the source's call; u = inconclusive; x = no result given. Hits appear at their usual frequency; 5% or so of the library scored in one or more.
no.	compound	IEC-6 cytotox	aSyn UTR inh	KLF5 inh	HIF act	AI-2 QS modul
1	CCOc1nnnc2c1sc1nc(N3CCOCC3)c3c(c12)CCCC3	-2	23	-27	-0.2	17
2	Clc1ccccc1CSc1cc2c(nn1)-c1ccccc1CC2	-1	-132	-82	4.9	10
3	CC(=O)c1ccc(NC(=O)Nc2cccnc2)cc1	3	x	-142	x	17
4	COc1ccc(-c2nc3ccc(C)cn3c2NCc2ccccc2)cc1SC1CCCCC1	x	4	x	-0.5	17
5	COc1nc(NC2CCCCC2)nc(N2CCCCCC2)n1	0	9	-31	0.3	19
6	COc1ccc(/C=N/N2C(=O)CSC2=S)cc1Br	x	10	x	-7.0	21
7	NC(=O)NC(=O)COC(=O)c1cccc(S(=O)(=O)N2CCCCCC2)c1	2	12	-4	-0.1	29
8	CC(C)(C)c1ccc(C(=O)n2cnc3ccccc32)cc1	-11	-14	-3	-4.5	19
9	COc1ccc(-n2c(CCc3ccccc3)nnc2SCC(=O)c2ccccc2)cc1	-1	26	-15	-0.3	13
10	COCCCn1c(=O)c2sccc2n(Cc2cc(C(=O)OC)ccc2OC)c1=O	7	7	-22	-0.1	1
11	COc1cccc(NC(=O)CN(C)C(=O)CSc2nc3ccccc3s2)c1	x	21	x	0.6	-3
12	CN(CC(=O)Nc1ccc(S(=O)(=O)N(C)C)cc1)Cc1ccc(C(F)(F)F)cc1	-3	13	-16	-0.4	9

no.	HSF1 inh	HSP90 refold inh	HDAC3 inh	HSF-1 act	Platelet DG rel
1	-1	-1	6	3	2
2	18	0	9	43	-5
3	x	-4	3	x	x
4	6	x	-29	-4	17
5	-12	5	-1	-4	1
6	-8	x	-9	7	-2
7	-6	-1	x	-12	4
8	-9	-3	10	-24	0
9	11	7	9	12	-6
10	4	4	-3	15	4
11	7	x	-3	-3	-4
12	4	-1	12	0	0

# (more compounds)
no.	compound	IEC-6 cytotox	aSyn UTR inh	KLF5 inh	HIF act	AI-2 QS modul
13	CN(C)CCNC(=O)CNC(=S)N(Cc1ccccc1)Cc1ccccc1F	4	2	15	-0.2	6
14	C/C(=N\NC(=O)CC(C)C)c1ccc(N2CCCCC2)cc1	6	-62	5	1.0	3
15	CCSc1ncnc2c1sc1nc(-c3ccco3)c3c(c12)CC(C)(C)OC3	-4	4	-10	-29	27
16	O=C(CCCCCn1c(=S)[nH]c2ccc(Br)cc2c1=O)NCC1CCCO1 (centres undefined)	-3	3	-32	0.2	-16
17	O=C(CSc1ccsc1[N+](=O)[O-])NCc1ccco1	-8	-3	-8	0.2	4
18	Cc1sc2nc(-c3cccnc3)[nH]c(=O)c2c1-c1ccccc1	-2	-2	-33	-2.7	3
19	O=C(c1cnn(-c2cccc(F)c2)c1)c1ccccc1O	0	-194	-159	4.6	15
20	COc1nc(OC)nc(Oc2ccc([N+](=O)[O-])cc2Cl)n1	0	2	-17	0.3	3
21	COC(=O)c1ccc(CN(C)S(=O)(=O)c2cccs2)cc1	10	-45	-8	-1.9	x
22	CCOC(=O)C1CCN(C(=O)c2cccnc2Cl)CC1	-4	11	1	0.1	24
23	CCOC(=O)CCC(NC(=O)CCC(=O)NC(CCC(=O)OCC)C(=O)OCC)C(=O)OCC (centres undefined)	5	36	3	0.6	7
24	Cc1ccc2c(c1)N(C(C)C(=O)NCCc1ccccc1)C(=O)CO2 (centres undefined)	7	-35	-38	0.1	11

no.	HSF1 inh	HSP90 refold inh	HDAC3 inh	HSF-1 act	Platelet DG rel
13	2	4	-2	-8	3
14	-5	3	3	-12	-5
15	-3	0	1	1	1
16	3	-3	16	24	13
17	-6	-3	6	5	6
18	-8	-2	-15	18	-12
19	4	-7	1	-1	7
20	-7	-5	-1	4	7
21	2	-1	3	45	16
22	-20	-3	-4	-34	-9
23	-5	1	1	-11	-3
24	-7	0	4	0	-4

# The list goes on.
no.	compound	IEC-6 cytotox	aSyn UTR inh	KLF5 inh	HIF act	AI-2 QS modul
25	C#CCSc1nnc(-c2c[nH]c3ccccc23)n1C	-1	-34	-25	0.4	7
26	COc1ccc(OCC(=O)NCc2ccc(Cl)cc2)cc1	-4	3	-1	1.6	-10
27	COc1ccc(S(=O)(=O)N2CCC(C(=O)NCCN3CCOCC3)CC2)cc1C	9	-4	-11	-0.3	9
28	CC1CN(S(=O)(=O)c2ccc(NC(=O)CCN3C(=O)c4ccccc4C3=O)cc2)CC(C)O1 (centres undefined)	0	27	-23	0.0	3
29	CS(=O)(=O)Nc1ccc(-c2nnc3n2CCCCC3)cc1	-10	-2	-53	-2.4	20
30	O=C(NCc1ccc2c(c1)OCO2)C1CCCN(S(=O)(=O)c2cccc3nonc23)C1 (centres undefined)	-1	8	-22	-0.1	26
31	Cc1nn(C)c(Oc2cccc(C(F)(F)F)c2)c1C=O	6	20	-13	-0.6	21
32	Cn1c(CCNS(=O)(=O)c2ccccc2)nc2cc([N+](=O)[O-])ccc21	-1	-11	-8	-0.4	18
33	Cc1cc(Cl)ccc1OC(C)C(=O)Nc1cnn(CCCC(=O)O)c1 (centres undefined)	-3	10	-29	0.3	20
34	N/C(=N\NC(=O)c1ccccc1)c1cc2ccccc2oc1=O	-4	-20	-12	0.1	7
35	CCCN(CCC)CCNC(=O)c1cc2c(-c3ccc(Cl)cc3)nn(C)c2s1	22*	35	-3	0.6	0
36	COc1ccc(/C=C2\SC(=O)N(CC(=O)Nc3ccc(O)cc3)C2=O)cc1OC	-5	10	-33	-1.2	11

no.	HSF1 inh	HSP90 refold inh	HDAC3 inh	HSF-1 act	Platelet DG rel
25	0	-7	x	-2	22
26	1	1	-7	15	-1
27	3	-2	2	13	-5
28	2	0	-3	11	3
29	-2	0	-6	-5	0
30	-2	4	x	5	4
31	-9	0	-2	-1	-4
32	-4	-5	10	-4	7
33	1	1	-6	15	15
34	22	3	15	47	0
35	-4	6	-64	-1	5
36	-7	-1	-18	1	6

# (next part)
no.	compound	IEC-6 cytotox	aSyn UTR inh	KLF5 inh	HIF act	AI-2 QS modul
37	CC(=O)N=C1SC2CS(=O)(=O)CC2N1Cc1ccc(C)cc1 (centres undefined)	3	-14	-1	0.3	13
38	O=C(NCc1nc2ccccc2[nH]1)c1ccc(S(=O)(=O)N2CCCC2)cc1	1	11	-3	0.0	u
39	CN1CCN(NC(=O)Nc2cccc(F)c2)CC1	6	-44	-20	0.5	7
40	CCOC(=O)Cc1cc(=O)n2[nH]c(-c3ccccc3)c(-c3ccccc3)c2n1	-4	-5	-17	0.3	20
41	COc1cc(C=O)ccc1OCc1ccc(Cl)nc1	-2	-106	-39	4.4	-8
42	COc1ccc(Cn2nnnc2C(c2ccc(F)cc2)N2CCN(C3CCCC3)CC2)cc1 (centres undefined)	1	12	-38	-0.6	43
43	O=C(Nc1ccc(OCC(=O)N2CCOCC2)cc1)c1ccccc1F	6	-46	-35	1.9	7
44	Cc1ccc2nc(C3CCN(CC(=O)Nc4ccc5c(c4)OCCO5)CC3)[nH]c2c1	1	32	1	2.1	12
45	CCOC(=O)c1[nH]c2c(c1C)C(=O)CC(c1ccc(OCC)c(OC)c1)C2 (centres undefined)	0	-15	-18	0.2	24
46	O=C1c2cccc(OCc3ccc(F)cc3)c2CCN1Cc1ccc(F)cc1	1	27	4	-0.2	16
47	O=C(CSc1cccc(C(F)(F)F)c1)NCc1ccccc1	-2	5	-52	0.0	16
48	Cc1ccc2c(C(=O)CN3CCN(C(=O)c4ccco4)CC3)c(C)[nH]c2c1	-7	-14	-8	-0.2	2

no.	HSF1 inh	HSP90 refold inh	HDAC3 inh	HSF-1 act	Platelet DG rel
37	-9	4	-10	6	0
38	-5	2	2	-3	2
39	-4	1	-2	-3	-1
40	-1	4	-6	3	-5
41	19	-4	-7	28	3
42	-7	4	u	-7	0
43	3	1	-6	-9	6
44	3	2	-3	5	4
45	10	-1	-3	8	-8
46	-12	-2	0	11	-2
47	-1	0	x	-9	-26
48	9	1	3	5	-10

# A few values from above:
# Entry for no. 37 under HSF-1 act: 6
# Entry for no. 38 under HIF act: 0.0
# Entry for no. 40 under KLF5 inh: -17

# Compound profiles, from the list above. Values in the order: IEC-6 cytotox	aSyn UTR inh	KLF5 inh	HIF act	AI-2 QS modul	HSF1 inh	HSP90 refold inh	HDAC3 inh	HSF-1 act	Platelet DG rel
# Listed for CCOC(=O)Cc1cc(=O)n2[nH]c(-c3ccccc3)c(-c3ccccc3)c2n1 = -4	-5	-17	0.3	20	-1	4	-6	3	-5
# Listed for CCCN(CCC)CCNC(=O)c1cc2c(-c3ccc(Cl)cc3)nn(C)c2s1 = 22*	35	-3	0.6	0	-4	6	-64	-1	5
# Listed for COc1nc(OC)nc(Oc2ccc([N+](=O)[O-])cc2Cl)n1 = 0	2	-17	0.3	3	-7	-5	-1	4	7

# (list continues)
no.	compound	IEC-6 cytotox	aSyn UTR inh	KLF5 inh	HIF act	AI-2 QS modul
49	C=CCNCCOc1ccc(C)cc1[N+](=O)[O-]	-11	14	-10	0.1	25
50	CCC(C(=O)NCc1ccc(C)cc1)c1ccccc1 (centres undefined)	-6	0	9	-0.3	16
51	Cc1cc(C)n(-c2ccc(S(N)(=O)=O)cc2[N+](=O)[O-])n1	10	9	-16	-0.8	16
52	Cc1c(C(=O)Nc2ccc(Cl)cn2)oc2ccccc12	5	-91	-14	2.7	7
53	O=C(CSc1nnc(SCc2ccc(Cl)cc2)s1)N/N=C/c1ccc(Cl)cc1Cl	-2	-9	-3	0.7	7
54	CC(C)CCN1C(=O)c2ccc(-c3nc4ccccc4c(=O)o3)cc2C1=O	-2	17	-10	-0.3	14
55	Fc1cccc(NC(=S)NCCCN2CCOCC2)c1	13	-4	-4	-0.3	2
56	Cc1ccc(NC(=S)N(CCCN2CCCC(C)C2)Cc2ccco2)cc1C (centres undefined)	-3	-19	-16	-0.1	-5
57	CCOc1ccc(Br)cc1S(=O)(=O)Nc1ccc(C(=O)OC(C)C(=O)N(C)c2ccccc2)cc1 (centres undefined)	2	36	-16	-0.3	32
58	COc1ccccc1N1C(=N)S/C(=C\c2ccc(-c3ccccc3C(=O)O)o2)C1=O	2	-1	-6	-0.4	8
59	Cc1sc2nc(-c3ccc(Br)cc3)oc(=O)c2c1C	-2	-38	-14	1.4	6
60	COc1ccc(CC(=O)Oc2ccc(F)cc2)cc1	0	-2	-14	-2.0	-13
61	O=C(O)CN=C(NS(=O)(=O)c1ccc(Cl)cc1)c1ccc(F)cc1	-4	24	-14	0.0	18

no.	HSF1 inh	HSP90 refold inh	HDAC3 inh	HSF-1 act	Platelet DG rel
49	-11	-1	2	15	16
50	4	3	-1	12	-1
51	-6	4	3	-10	-5
52	10	-2	-6	9	1
53	26	5	1	44	-3
54	10	-2	7	35	7
55	-11	3	-1	-7	13
56	-11	1	3	-6	4
57	-2	5	12	12	-17
58	-4	0	8	8	5
59	-1	1	-1	10	7
60	0	1	4	-3	3
61	-1	-1	-1	-5	1

# From PubChem
